# CaV13 FRET inh = Primary screen for inhibitors of IQ motif and Ca2+-dependent inactivation inhibitor domain binding in CACNA1D, Förster resonance energy transfer in living cells, … | HEK cells, CFP/YFP FRET ICDI-IQ, plate reader, 10 min; percent FRET-ratio fall versus neutral wells | inhibition, % at 12.3 µM | 0.098% of 340,000 active;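 active = mean replicate inhibition of at least 30% and at least 1% of replicates passing that level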;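 also: 0% = median of the neutral control wells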
# TRPM1 prom inh = inhibitors of MITF-dependent TRPM1 promoter reporter, primary screen, cell-based, SK-MEL-5, single point, luciferase; inhibition, % at 12.5 µM; 0.83% of 330,000 active; SK-MEL-5 TRPM1 promoter luciferase, 24 h;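 active = mean inhibition across replicates of 60% or more, whatever share of single replicates reaches that level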; also: values of inactives mirror those of a sister screen read the other way
# aDG glyco up = activators of alpha-DG glycosylation, primary screen, uHTS, Pro5-aDG cells, AlphaScreen | 0.22% of 360,000 active | activation, % at 10 µM | alpha-DG glycosylation AlphaScreen (IIH6); 0% Pro5, 100% B10-LARGE cell signal | AID 624168, 2012;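 active = activation of at least 8% versus controls, or a plate z-score of at least 8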;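 also: Pro5 are CHO cells carrying HIG-tagged alpha-DG that lacks glycosylation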
# PDI turbidity = inhibitors of human PDI, primary screen, biochemical, turbidity, single point, plate reader. inhibition, % at 10 µM. AID 588391, 2011. Protein disulfide-isomerase (Homo sapiens), P07237. 0.052% of 350,000 active. PDI insulin aggregation turbidity, A650, 90 min;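 active = mean inhibition across replicates of 30% or more, whatever share of single replicates reach that level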;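 also: absorbance from insulin aggregation driven by PDI reduction with DTT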
# Target sequence (P07237 whole entry, looked up): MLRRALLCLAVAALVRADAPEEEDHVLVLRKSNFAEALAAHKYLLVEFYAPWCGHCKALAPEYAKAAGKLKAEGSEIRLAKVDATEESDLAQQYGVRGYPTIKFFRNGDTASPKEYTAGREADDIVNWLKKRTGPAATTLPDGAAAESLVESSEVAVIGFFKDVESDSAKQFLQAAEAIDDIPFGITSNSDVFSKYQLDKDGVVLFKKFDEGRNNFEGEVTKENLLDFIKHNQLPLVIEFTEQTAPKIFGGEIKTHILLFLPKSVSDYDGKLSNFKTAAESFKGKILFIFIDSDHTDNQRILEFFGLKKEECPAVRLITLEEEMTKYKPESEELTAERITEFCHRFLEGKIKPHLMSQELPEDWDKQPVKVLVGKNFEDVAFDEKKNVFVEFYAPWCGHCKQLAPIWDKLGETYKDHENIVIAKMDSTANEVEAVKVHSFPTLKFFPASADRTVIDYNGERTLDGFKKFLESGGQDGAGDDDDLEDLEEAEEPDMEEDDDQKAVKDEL
# NR2E3 ag-1 = inhibitors of NR2E3-RetCOR corepressor binding, primary screen, NR2E3 agonist project, biochemical, TR-FRET, GST-NR2E3, biotin-RetCOR; Photoreceptor-specific nuclear receptor (Homo sapiens), Q9Y5X4; 1536-well; inhibition of corepressor binding, % at 4.78 µM; 0.12% of 320,000 active; AID 2300, 2010;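 active = percent inhibition above the cutoff of mean plus 3 SD of all tested compounds, set per screening campaign, cut at about 20% in these data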;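 also: 0% = DMSO wells and 100% = biotin wells as full block of FRET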
# Target sequence (Q9Y5X4 whole entry, looked up): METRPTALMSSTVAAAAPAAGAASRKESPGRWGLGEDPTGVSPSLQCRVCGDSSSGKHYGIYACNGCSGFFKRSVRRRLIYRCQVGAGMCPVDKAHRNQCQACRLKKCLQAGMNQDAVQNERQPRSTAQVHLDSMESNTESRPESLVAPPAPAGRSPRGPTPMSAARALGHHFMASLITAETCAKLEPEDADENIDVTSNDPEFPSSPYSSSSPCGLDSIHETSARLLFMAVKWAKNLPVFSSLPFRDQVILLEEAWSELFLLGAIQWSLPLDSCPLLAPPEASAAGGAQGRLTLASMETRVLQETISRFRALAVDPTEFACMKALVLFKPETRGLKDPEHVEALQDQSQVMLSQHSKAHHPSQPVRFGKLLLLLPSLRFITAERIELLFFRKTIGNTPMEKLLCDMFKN
#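 Material: NR2E3–RetCOR corepressor complex | Quantity: 1.35 nM GST-tagged NR2E3 final | Schedule: 5 h at 4 °C | Replication: Singlicate compound wells | Reagent: RetCOR corepressor, biotinylated, 7 nM | Controls: Biotin wells as high control, 0.6% DMSO wells as low control | Signal: TR-FRET, Eu(K)-anti-GST donor, streptavidin-D2 acceptor, ex 340, em 617/671 nm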
# HIF-2a block = HIF-2a reporter inhibitors, primary screen, luminescence, 786-0 RCC cells; 786-0 RCC cells HIF-2a reporter, luciferase luminescence, overnight; inhibition, % at 18.8 µM; 0.72% of 360,000 active; AID 624352, 2012;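 active = inhibition of the luminescence signal of 40% or more relative to plate controls, in a single-dose primary screen at 18.75 µM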
# Peg3 prom inh = Peg3 promoter-driven luciferase inhibitors, primary screen, cell-based, HeLa, luciferase luminescence; inhibition, % at 20 µM; HeLa PEG-Prom luciferase reporter, overnight; 1.7% of 360,000 active; AID 588405, 2011;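 active = inhibition of at least 50% at 20 µM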
# Vif imaging = HIV Vif self-association inhibitors, primary screen, imaging, HEK293T, single point; HEK293T cells, Vif self-association by quenched fluorescence, 24 h; inhibition, % at 7.49 µM; 0.35% of 340,000 active; AID 602346, 2012; in the data active = inhibition above about 50%, passing the limit was not always enough; also: some results filed as inactive read as strong as hits
# NR2E3 ag-2 = NR2E3 agonists in two-hybrid cells, primary screen, cell-based, luminescence, CHO-S, Gal4-NCOR/VP16-NR2E3; Photoreceptor-specific nuclear receptor (Homo sapiens), Q9Y5X4; luciferase; inhibition of corepressor binding, % at 3.98 µM; 0.35% of 360,000 active; AID 602229, 2012;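 active = inhibition above the mean of all tested compounds plus 3 SD, cut at about 70% in these data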;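 also: 0% = DMSO with NR2E3 transfected cells and 100% = cells lacking NR2E3 construct; higher means lower luciferase signal from less NR2E3 corepressor binding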
# hiPSC survival = enhancers of single-cell hiPSC survival, primary screen, ATPlite luminescence. 100% = ROCK inhibitor wells, 0% = DMSO. survival enhancement, % at 20 µM. 0.044% of 360,000 active. AID 602274, 2012; in the data active = survival enhancement above about 18%;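 also: cells exposed to compounds for 16 hours before the ATP read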
# Granule exo inh = LAMP-1 surface exposure blockers, TALL-104 cells – cell-based, flow cytometry, MLPCN library, primary screen. AID 651702, 2012. inhibition, % at 10 µM. TALL-104 LAMP-1 surface exposure; cells stimulated with thapsigargin and PMA. 0.66% of 360,000 active;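 active = inhibition above about 55%, limit read from the data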
# Numbers without * were called inactive; . = not tested or not shown.
no.	molecule	CaV13 FRET inh	TRPM1 prom inh	aDG glyco up	PDI turbidity	NR2E3 ag-1	HIF-2a block	Peg3 prom inh	Vif imaging	NR2E3 ag-2	hiPSC survival	Granule exo inh
1	CN(C(=O)c1cccc(NC(=O)Cc2cccc(NC(=O)C3CCN(C(=O)c4ccccc4)CC3)c2)c1)C1CCCC1	-7	-5	-0.1	-7	.	4	-8	23	-26	1.3	6
2	Cc1nc2[nH]c(=S)[nH]c2cc1Br	0	9	0.0	-2	2	13	9	-8	3	0.0	-2
3	Oc1c(Cl)cc(Cl)cc1CNc1nc2ccccc2[nH]1	0	-1	0.1	4	0	19	24	4	-11	0.0	-2
4	O=C(O)C1C2C=CC(C2)C1C(=O)N1CCN(CCO)CC1 (stereo unspecified)	.	7	0.3	-3	2	2	9	5	12	5.7	-1
5	Cc1ccc2c(c1)NC(=O)C(CC(=O)NCCCN1CCCCC1)O2 (stereo unspecified)	-5	-8	-0.3	.	0	1	-7	7	-2	-0.3	-1
6	COc1ccc(CN2C(=O)CN(C3CCCCCC3)C(=O)C2c2ccc(OC)c(OC)c2)cc1 (stereo unspecified)	-9	3	0.1	1	3	8	19	12	-10	-0.2	-2
7	Cc1ccccc1-n1nc(C)c2cc(C(=O)NC3CC3)sc21	-3	-15	0.0	6	5	-11	10	-8	20	-0.6	4
8	Cc1ccc(OCC(O)CN2CCN(CC(O)COc3ccc(C)cc3Cl)CC2)c(Cl)c1 (stereo unspecified)	.	13	3.9*	4	2	-14	16	2	-8	-0.8	18
9	O=C1NC[C@H](Cc2ccc(O)cc2)N(C[C@@H]2CCCN2C[C@H](Cc2ccccc2)N2C[C@H](Cc3ccc(O)cc3)N(CC3CCCCCC3)C(=O)C2=O)C1=O	-5	.	-0.1	.	.	0	.	.	-7	1.0	-4
10	Cc1nn(-c2ccccc2)c(N2CCCC2)c1/C=N/NC(=O)c1cc(-c2ccccn2)nc2ccccc12	-4	8	-0.4	-15	1	16	57*	5	-6	-0.7	-3
11	CCOC(=O)Nc1ccc2nc3n(c(=O)c2c1)CCCCC3	.	-8	0.0	-2	0	-92	-73	15	-34	-1.1	0
12	C=CCN1C(=O)CS/C1=N\N=C\c1cccc([N+](=O)[O-])c1	-4	-9	0.4	-6	2	-26	-51	1	-15	-3.4	-2
13	COc1ccc(NC(=O)CCCN2C(=O)C(c3ccccc3)Oc3cccnc32)c(OC)c1 (stereo unspecified)	-2	4	0.0	-1	-4	15	9	-2	10	-0.3	-1
14	Nc1nonc1C(=O)N1CCCC1	-7	5	0.4	-3	2	26	4	-9	21	1.7	-2
15	COc1ccccc1CCNC(=O)NC1CCCCC1	-2	-7	0.0	-6	2	-87	-60	0	-28	1.4	-3
16	COC(=O)c1c(C)[nH]c(C(=O)CSc2ccc(Cl)cc2)c1C	.	-74	0.9	-2	4	-218	-239	5	-124	0.4	-2
17	Cn1nnnc1Sc1ncnc2scc(-c3ccccc3Br)c12	-5	58	0.5	-13	3	49*	79*	5	64	0.5	9
18	Cc1ccccc1N=Nc1ccc(O)c2ncccc12	-3	76*	-0.9	-3	0	1	22	-1	6	0.0	-3
19	CC(=O)NC(c1cccc(F)c1)c1nc(-c2cccc(F)c2)cs1 (stereo unspecified)	-4	.	0.0	-13	.	-32	-12	.	24	0.0	-1
20	Cc1csc(NC(=O)CSc2nnc(-c3cccs3)n2C)n1	-6	-10	-0.1	-11	2	-21	-14	-3	-11	-1.1	-2
21	CN(C(=O)COC(=O)c1ccc(NS(=O)(=O)c2cccs2)cc1)C1CCCCC1	-4	7	0.1	11	1	16	6	-8	16	1.8	-7
22	O=C(CCCN1C(=O)c2ccccc2C1=O)NCc1ccco1	.	-10	-0.2	4	0	4	-4	3	-7	0.3	-1
23	C/C(=N\NC(=O)c1ccc(O)cc1)c1ccc2c(c1)Nc1ccccc1S2	-23	-37	1.7	-3	-4	-112	-48	0	-71	0.7	0
24	COc1ccc(N2CCc3c(C)nc4c(OC)cc(OC)cc4c32)c(OC)c1	-4	5	0.2	-10	1	16	14	-18	-20	1.2	7
25	CCOC(=O)C1CCCCN1Cc1cccc(C(F)(F)F)c1 (stereo unspecified)	-7	5	-0.2	0	-1	-15	14	1	-3	-0.7	-2
26	Cc1ccccc1-n1nc2c(c1NC(=O)c1cc3ccccc3oc1=O)CS(=O)C2 (stereo unspecified)	.	-10	0.0	-5	1	13	1	-2	-4	-0.8	0
27	O=C(/C=C/c1cccs1)c1cc(F)ccc1OC(=O)N1CCOCC1	-4	9	0.4	-1	-4	11	21	-4	-6	-0.6	3
28	CCOc1ccc(-c2noc(CCCC(=O)NC3CCCC3)n2)cc1OC	-19	-6	0.1	4	2	4	-357	-11	-21	0.2	-6
29	O=C(CN1C(=O)NC2(CCCC2)C1=O)Nc1ccc(Cl)cc1F	-3	10	-0.1	-42	-1	7	2	8	6	-0.4	-10
30	COc1cc2c(cc1NC(=O)COCC(=O)O)oc1ccccc12	-13	9	0.1	-4	.	9	6	2	-16	-0.4	-4

# Two neighbouring entries already listed, for reference:
no.	molecule	CaV13 FRET inh	TRPM1 prom inh	aDG glyco up	PDI turbidity	NR2E3 ag-1	HIF-2a block	Peg3 prom inh	Vif imaging	NR2E3 ag-2	hiPSC survival	Granule exo inh
2	Cc1nc2[nH]c(=S)[nH]c2cc1Br	0	9	0.0	-2	2	13	9	-8	3	0.0	-2
3	Oc1c(Cl)cc(Cl)cc1CNc1nc2ccccc2[nH]1	0	-1	0.1	4	0	19	24	4	-11	0.0	-2

# Grouped by structure: those above with a thiophene ring, fused or not.
no.	molecule	CaV13 FRET inh	TRPM1 prom inh	aDG glyco up	PDI turbidity	NR2E3 ag-1	HIF-2a block	Peg3 prom inh	Vif imaging	NR2E3 ag-2	hiPSC survival	Granule exo inh
7	Cc1ccccc1-n1nc(C)c2cc(C(=O)NC3CC3)sc21	-3	-15	0.0	6	5	-11	10	-8	20	-0.6	4
17	Cn1nnnc1Sc1ncnc2scc(-c3ccccc3Br)c12	-5	58	0.5	-13	3	49*	79*	5	64	0.5	9
20	Cc1csc(NC(=O)CSc2nnc(-c3cccs3)n2C)n1	-6	-10	-0.1	-11	2	-21	-14	-3	-11	-1.1	-2
21	CN(C(=O)COC(=O)c1ccc(NS(=O)(=O)c2cccs2)cc1)C1CCCCC1	-4	7	0.1	11	1	16	6	-8	16	1.8	-7
27	O=C(/C=C/c1cccs1)c1cc(F)ccc1OC(=O)N1CCOCC1	-4	9	0.4	-1	-4	11	21	-4	-6	-0.6	3

# Next section
no.	molecule	CaV13 FRET inh	TRPM1 prom inh	aDG glyco up	PDI turbidity	NR2E3 ag-1	HIF-2a block	Peg3 prom inh	Vif imaging	NR2E3 ag-2	hiPSC survival	Granule exo inh
31	CC(=O)NC(C)C(=O)OCC(=O)c1ccc(-c2ccccc2)cc1 (stereo unspecified)	7	-12	0.0	9	2	-25	-31	-4	-21	0.1	1
32	COCCNC(=O)c1cccc(OC2CCN(Cc3ccc(OC(F)F)cc3)CC2)c1	-5	-2	0.0	-4	-3	14	9	-4	10	0.6	2
33	COc1ccc(CNC(=O)C(OC(=O)c2nsc(Cl)c2Cl)C(C)C)cc1 (stereo unspecified)	7	-6	-0.2	-3	-1	15	-1	-1	-14	0.3	-5
34	Cc1cccc(-c2csc(N)c2C(=O)OC(C)C)c1	.	-7	0.0	-4	0	5	10	15	-22	-1.7	2
35	Cc1ccc(-c2cc(Cc3ccncc3)c(=O)[nH]n2)cc1	-18	-8	0.0	8	3	-8	2	-3	-8	-0.4	3
36	Cc1csc(NC(=O)c2c(O)c3c(n(CC(C)C)c2=O)CCCC3)n1	.	-4	0.0	-1	1	19	23	3	-1	2.8	2
37	CN1C(=O)/C(=C\c2ccc(N(C)C)cc2)OC1=S	-18	-12	0.4	4	.	-92	-76	.	-31	-0.6	-6
38	CCO[C@H]1OC(C(=O)N2CCN(C)CC2)=C[C@@H](c2coc3ccccc3c2=O)[C@@H]1CCCO	-13	1	-0.1	-1	2	3	3	-4	-20	-0.2	-6
39	CSCc1ccc(C(=O)NCc2ccc(F)cc2)cc1	-3	-12	0.1	2	-1	-39	-30	3	8	0.2	3
40	CCOc1ccc(N(CC(=O)Nc2nccs2)S(=O)(=O)c2c(C)[nH]c(=O)[nH]c2=O)cc1	-4	-1	0.0	0	0	-4	-5	-3	-4	-0.6	-1
41	O=C(Nc1nc2ccccc2s1)C1CCCO1 (stereo unspecified)	-4	-29	-0.2	10	-1	-165	-254	4	-114	1.1	-4
42	Cc1ccc(S(=O)(=O)Nc2nc3c(s2)C(=O)CC(C)(C)C3)cc1	-3	11	-0.1	7	-1	15	1	0	21	-0.1	1
43	CC(C)C(NC(=O)c1cccs1)C(=O)NC1=NCCS1 (stereo unspecified)	-4	8	0.0	4	-2	13	-8	3	-10	4.0	-6
44	Cc1cc(=O)oc2cc(OCC(=O)NC3CCN(Cc4ccccc4)CC3)ccc12	-6	2	-0.3	1	0	-5	-16	-2	17	-0.4	-1
45	COc1ccc(C2C(=O)c3ccccc3C2=O)c(OC)c1	-5	12	0.0	3	-1	11	8	15	5	2.3	-2
46	O=C(CSc1nnc2ccccn12)Nc1nsc(-c2ccccc2)n1	-6	-19	-0.2	5	1	-43	-58	1	-20	-1.4	-7
47	O=C(COc1ccc(Br)cc1)NC1CC1	.	11	-0.2	5	2	-52	-25	3	2	0.2	-3
48	Cn1ccnc1C1CCCCN1Cc1nc(Cc2ccccc2F)no1 (stereo unspecified)	5	6	-0.2	4	1	14	12	-5	-1	-0.2	-2

# Compounds were not picked by outcome (roughly 3.5% active in at least one column).
